Assay outcomes: PubChem, Broad Institute
Tcruzi prolif – blocks T. cruzi growth in NIH3T3 culture. T. cruzi beta-gal in NIH3T3, GalScreen luminescence, 90 h. inhibition, % at 8.34 µM. 77,000 tested, 5.9% active. AID 624255;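 active means mean inhibition above about 93%, with at least 55% of replicates each passing it, limit read from the data, passing the limit was not always enough; inconclusive means only one of those two conditions holds; inactive means neither condition holds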
KDM4C inh – blocks human GASC-1 (KDM4C) demethylase activity; 96,000 tested, 0.15% active; inhibition, % at 12.5 µM; Q9H3R0; GST-KDM4C 2-372, H3K9me3 peptide, LANCE TR-FRET;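 active means mean replicate inhibition above about 25%, with at least 55% of replicates also reaching it, limit read from the data, passing the limit was not always enough; inconclusive means only one of those two conditions met; inactive means neither condition met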
Target sequence (Q9H3R0 2-372 limits assumed): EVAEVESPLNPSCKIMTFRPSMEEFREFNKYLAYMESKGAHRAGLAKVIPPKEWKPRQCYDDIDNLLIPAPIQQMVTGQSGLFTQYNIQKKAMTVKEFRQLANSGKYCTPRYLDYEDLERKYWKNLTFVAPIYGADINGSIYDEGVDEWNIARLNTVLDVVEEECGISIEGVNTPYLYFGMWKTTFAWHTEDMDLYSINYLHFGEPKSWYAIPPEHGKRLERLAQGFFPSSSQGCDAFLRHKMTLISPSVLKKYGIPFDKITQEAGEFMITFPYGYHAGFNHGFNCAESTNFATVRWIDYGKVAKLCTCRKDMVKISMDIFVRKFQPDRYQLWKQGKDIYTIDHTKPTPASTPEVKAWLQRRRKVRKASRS
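Material: N-terminal GST-fused human GASC-1 (KDM4C) fragment, residues 2-372. Input: 10 nM enzyme. Incubation: enzyme reaction 30 min, then detection 60 min, both room temperature. Doses: one test concentration per compound. Read-out basis: inhibition from TR-FRET ratio decrease. Detection: LANCE TR-FRET, excitation 340 nm, emissions 618 and 671 nm.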
Pf Dd2 growth – inhibitors of Plasmodium falciparum Dd2 growth; P. falciparum Dd2 growth, SYBR Green, 72 h; hits give low values; AID 1159554; 94,000 tested, 2.3% active; activity change, % at 10 µM; in the data active means activity change below about -80%; inconclusive means no clear call, values can overlap the other calls
C diff growth – inhibitors of Clostridium difficile growth | Clostridium difficile clinical isolate growth, OD600, 24 h; hits give low values | growth activity, negative = inhibition, % at 16 µg/mL (by protocol) | 86,000 tested, 0.25% active | AID 1259249;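 active means mean growth activity at or below -80% and every replicate also at or below -80%; inconclusive means mean at or below -80% but some replicate above -80%; inactive means mean growth activity above -80%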;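 further: 0% = DMSO wells and -100% = levofloxacin 16 µg/mL wells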
* hit, by the source's call; & = joins results of further samples.

For C[C@H](CO)N1C[C@H](C)[C@@H](CN(C)C(=O)C2CCCCC2)Oc2ncc(Br)cc2C1=O the results were KDM4C inh -0.3, Pf Dd2 growth 10 and C diff growth 1.
Screening C[C@H](CO)N1C[C@H](C)[C@@H](CN(C)C(=O)Cc2ccccc2)Oc2ncc(-c3cncnc3)cc2C1=O returned KDM4C inh -1.9, Pf Dd2 growth 26 and C diff growth -3.
For COc1ccc(NC(=O)N(C)C[C@@H]2Oc3c(NC(=O)c4cc(C)nn4C)cccc3C(=O)N([C@H](C)CO)C[C@@H]2C)cc1 the results were Tcruzi prolif 5, KDM4C inh 0.7, Pf Dd2 growth -8 and C diff growth 1.
For CCCC#Cc1ccc2c(c1)O[C@H](CN(C)C(=O)C1CCC1)[C@H](C)CN([C@@H](C)CO)S2(=O)=O the results were Tcruzi prolif 98*, KDM4C inh -0.1, Pf Dd2 growth -10 and C diff growth 2.
`O=C(C[C@@H]1CC[C@@H]2[C@H](COC[C@@H](O)CN2Cc2cccc(Cl)c2)O1)N1CCOCC1` gave Tcruzi prolif 0, KDM4C inh 3.1 and Pf Dd2 growth -5.
Screening COc1cccc(NC(=O)N[C@H]2CC[C@@H](CC(=O)N3CCOCC3)O[C@H]2CO)c1 returned Tcruzi prolif 4, KDM4C inh 1.2, Pf Dd2 growth 14 and C diff growth 5.
`C[C@@H]1CN([C@H](C)CO)C(=O)c2cccc(NC(=O)Nc3ccc(C(F)(F)F)cc3)c2O[C@H]1CN(C)S(=O)(=O)c1cn(C)cn1` gave Tcruzi prolif 16, KDM4C inh 1.7 and Pf Dd2 growth -29.
COc1ccc(-c2ccc([C@H]3[C@H]4CN(Cc5ccc(F)cc5)CC(=O)N4[C@H]3CO)cc2)cc1 was read as KDM4C inh -1.4, Pf Dd2 growth 0 and C diff growth 8.
C[C@@H]1CCCCO[C@@H](CN(C)C(=O)NC2CCCCC2)[C@@H](C)CN([C@H](C)CO)C(=O)c2cc(NC(=O)NC3CCCCC3)ccc2O1 was read as Tcruzi prolif -28, KDM4C inh 0.2, Pf Dd2 growth -26 and C diff growth 2.
C[C@@H]1CN([C@H](C)CO)C(=O)c2cc(-c3ccc(F)cc3)cnc2O[C@@H]1CN(C)C(=O)Cc1ccccc1 was read as Tcruzi prolif -28, KDM4C inh -2.3, Pf Dd2 growth -12 and C diff growth 9.
For CCC(=O)N1CC2(C1)CN(S(C)(=O)=O)[C@@H](CO)c1[nH]c3cc(OC)ccc3c12 the results were KDM4C inh 1.9, Pf Dd2 growth 40 and C diff growth 4.
`COc1ccc2c3c(n(C)c2c1)[C@@H](CO)NCC31CCN(C(=O)c2ccccc2)CC1` gave KDM4C inh 0.6, Pf Dd2 growth -61 and C diff growth 3.
`C[C@@H]1CN([C@@H](C)CO)C(=O)c2cc(NS(=O)(=O)c3ccc(Cl)cc3)ccc2O[C@@H]1CN(C)Cc1ccc(Oc2ccccc2)cc1` gave Tcruzi prolif 84, KDM4C inh 1.8, Pf Dd2 growth 12 and C diff growth 48.
C[C@H]1CN([C@@H](C)CO)C(=O)c2cc(NS(=O)(=O)c3cccs3)ccc2O[C@@H]1CN(C)Cc1ccc(Cl)c(Cl)c1 was read as Tcruzi prolif 0, KDM4C inh 0.2, Pf Dd2 growth -20 and C diff growth 35.
COc1ccc(S(=O)(=O)N(C)C[C@@H]2Oc3c(NS(=O)(=O)c4ccc(Cl)cc4)cccc3C(=O)N([C@@H](C)CO)C[C@H]2C)cc1 was read as Tcruzi prolif -13, KDM4C inh -1.6, Pf Dd2 growth 41 and C diff growth 7.
`CCNC(=O)Nc1ccc2c(c1)C(=O)N(C)[C@@H]1CC[C@@H](CC(=O)NCc3cccc(F)c3)O[C@@H]1CO2` gave Tcruzi prolif 61, KDM4C inh 0.7, Pf Dd2 growth -14 and C diff growth -1.
`C[C@H]1CN([C@@H](C)CO)C(=O)c2cccc(NC(=O)c3nc4ccccc4s3)c2O[C@@H]1CN(C)Cc1ccc(Oc2ccccc2)cc1` gave Tcruzi prolif inconclusive, KDM4C inh -4.1, Pf Dd2 growth -55 and C diff growth 3.
For CCCNC(=O)[C@@H]1[C@@H](CO)[C@@H]2Cn3c(cccc3=O)[C@@H]2N1CC1CCCC1 the results were KDM4C inh 1.8, Pf Dd2 growth 3 and C diff growth -7.
Screening C[C@@H]1CN([C@@H](C)CO)S(=O)(=O)c2ccc(C3=CCCC3)cc2O[C@@H]1CN(C)Cc1ccccn1 returned KDM4C inh 5.9, Pf Dd2 growth 3 and C diff growth -5.
O=C(NCC1CC1)[C@@H]1[C@@H](CO)[C@@H]2Cn3c(ccc(-c4ccccc4F)c3=O)[C@H]1N2Cc1cncnc1 was read as Tcruzi prolif 75, KDM4C inh 11, Pf Dd2 growth 4 and C diff growth 1.
Screening C[C@@H]1CCCCO[C@@H](CN(C)C(=O)C2CCCCC2)[C@H](C)CN([C@H](C)CO)C(=O)c2cc(NC(=O)Nc3ccccc3)ccc2O1 returned Tcruzi prolif 70, KDM4C inh -1.8, Pf Dd2 growth -50 and C diff growth 1.
Screening CCNC(=O)C[C@@H]1CC[C@@H]2[C@H](COC[C@@H](O)CN2C(=O)Nc2cccc(OC)c2)O1 returned KDM4C inh -0.4, Pf Dd2 growth -31 and C diff growth 3&1.
CCCC#Cc1ccc2c(c1)O[C@H](CN(C)C(=O)c1cccnc1)[C@@H](C)CN([C@@H](C)CO)S2(=O)=O was read as Tcruzi prolif 53, KDM4C inh -1.0, Pf Dd2 growth -9 and C diff growth -3.
Screening CCC(=O)N(C)C[C@@H]1Oc2cc(C#CCC(C)C)ccc2S(=O)(=O)N([C@H](C)CO)C[C@@H]1C returned Tcruzi prolif 67, KDM4C inh 1.9, Pf Dd2 growth -12 and C diff growth -7.
`COc1ccc(NC(=O)Nc2ccc3c(c2)C(=O)N([C@@H](C)CO)C[C@@H](C)[C@@H](CN(C)S(=O)(=O)c2ccc(OC)cc2)OCCCC[C@@H](C)O3)cc1` gave Tcruzi prolif 84, KDM4C inh 0.0, Pf Dd2 growth -73 and C diff growth -6.
Cc1ccc(S(=O)(=O)Nc2cccc3c2O[C@@H](CN(C)CC2CCCCC2)[C@H](C)CN([C@H](C)CO)C3=O)cc1 was read as Tcruzi prolif 23, KDM4C inh 3.4, Pf Dd2 growth 17 and C diff growth 3.
C[C@H](CO)N1C[C@H](C)[C@H](CN(C)C(=O)NC2CCCCC2)Oc2ccc(NS(=O)(=O)c3ccccc3)cc2CC1=O was read as Tcruzi prolif -3, KDM4C inh -0.4, Pf Dd2 growth -15 and C diff growth -2.
For CCNC(=O)[C@@H]1[C@@H](CO)[C@@H]2Cn3c(ccc(C4=CCCC4)c3=O)[C@H]1N2C(=O)C1CC1 the results were Tcruzi prolif -1, KDM4C inh 0.6, Pf Dd2 growth 11 and C diff growth 4.
`CO[C@H]1CN(C)C(=O)c2cc(NS(C)(=O)=O)ccc2OC[C@@H](C)N(CC2CCOCC2)C[C@@H]1C` gave Tcruzi prolif 20, KDM4C inh -0.2, Pf Dd2 growth 36 and C diff growth 0.
CCC(=O)N1C[C@@H](O)COC[C@@H]2O[C@@H](CC(=O)NCc3ccccc3Cl)CC[C@H]21 was read as KDM4C inh -0.7, Pf Dd2 growth 19 and C diff growth 6&0.
Screening CO[C@@H]1CN(C)C(=O)c2ccc(NC(=O)C3CCC3)cc2OC[C@H](C)NC[C@H]1C returned Tcruzi prolif -34, KDM4C inh 0.5 and C diff growth 1.
O=C(C[C@@H]1CC[C@@H](NC(=O)Nc2ccc3c(c2)OCO3)[C@@H](CO)O1)NCc1ccc2c(c1)OCO2 was read as Tcruzi prolif -9, KDM4C inh -0.9, Pf Dd2 growth -28 and C diff growth 1.
For Cn1cnc(S(=O)(=O)N2C[C@@H](O)COC[C@H]3O[C@H](CC(=O)N4CCN(c5ccccc5)CC4)CC[C@@H]32)c1 the results were Tcruzi prolif -64, KDM4C inh 0.5, Pf Dd2 growth 20 and C diff growth -9&-9.
`C[C@H]1CN([C@@H](C)CO)C(=O)c2cccc(NS(=O)(=O)c3cn(C)cn3)c2O[C@H]1CN(C)CC1CCCCC1` gave Tcruzi prolif 43, KDM4C inh -1.0, Pf Dd2 growth -3 and C diff growth -2.
C[C@H](CO)N1C[C@H](C)[C@H](CN(C)C(=O)CCN(C)C)OCc2ccccc2-c2ccccc2C1=O was read as Tcruzi prolif -23, KDM4C inh -0.8, Pf Dd2 growth -3 and C diff growth -5.
For C[C@@H]1CN([C@@H](C)CO)C(=O)Cc2cc(NS(=O)(=O)c3ccccc3)ccc2O[C@@H]1CN(C)C(=O)Nc1ccc(F)cc1 the results were KDM4C inh 0.2, Pf Dd2 growth 9 and C diff growth -2.
`CC(C)NC(=O)N(C)C[C@H]1Oc2ccc(NC(=O)Cc3cn(C)c4ccccc34)cc2CC(=O)N([C@H](C)CO)C[C@@H]1C` gave Tcruzi prolif -14, KDM4C inh -0.5, Pf Dd2 growth -6 and C diff growth 1.
`C[C@@H]1CCCCO[C@@H](CN(C)S(=O)(=O)c2cccs2)[C@H](C)CN([C@H](C)CO)C(=O)c2cc(NS(=O)(=O)c3ccc(F)cc3)ccc2O1` gave Tcruzi prolif 86, KDM4C inh -0.9 and C diff growth 1.
Screening C[C@H]1CN([C@@H](C)CO)C(=O)c2cc(NC(=O)Cc3cn(C)c4ccccc34)ccc2O[C@@H]1CN(C)Cc1ccc(Cl)c(Cl)c1 returned Tcruzi prolif 70, KDM4C inh -0.9 and Pf Dd2 growth -41.
For C[C@@H]1CN([C@H](C)CO)C(=O)c2cccc(NC(=O)c3ccncc3)c2O[C@@H]1CN(C)Cc1ccncc1 the results were Tcruzi prolif 24, KDM4C inh 3.8, Pf Dd2 growth 46 and C diff growth -5.

Looked up by structure from the entries so far:
COc1ccc(-c2ccc([C@H]3[C@H]4CN(Cc5ccc(F)cc5)CC(=O)N4[C@H]3CO)cc2)cc1 was read as KDM4C inh -1.4, Pf Dd2 growth 0 and C diff growth 8.
CCCC#Cc1ccc2c(c1)O[C@H](CN(C)C(=O)c1cccnc1)[C@@H](C)CN([C@@H](C)CO)S2(=O)=O was read as Tcruzi prolif 53, KDM4C inh -1.0, Pf Dd2 growth -9 and C diff growth -3.
`CCNC(=O)Nc1ccc2c(c1)C(=O)N(C)[C@@H]1CC[C@@H](CC(=O)NCc3cccc(F)c3)O[C@@H]1CO2` gave Tcruzi prolif 61, KDM4C inh 0.7, Pf Dd2 growth -14 and C diff growth -1.
Screening C[C@H]1CN([C@@H](C)CO)C(=O)c2cc(NC(=O)Cc3cn(C)c4ccccc34)ccc2O[C@@H]1CN(C)Cc1ccc(Cl)c(Cl)c1 returned Tcruzi prolif 70, KDM4C inh -0.9 and Pf Dd2 growth -41.
For C[C@@H]1CN([C@@H](C)CO)C(=O)Cc2cc(NS(=O)(=O)c3ccccc3)ccc2O[C@@H]1CN(C)C(=O)Nc1ccc(F)cc1 the results were KDM4C inh 0.2, Pf Dd2 growth 9 and C diff growth -2.

Other compounds:
`COc1ccc(NC(=O)N(C)C[C@H]2OCCCC[C@@H](C)Oc3ccc(NS(=O)(=O)c4ccc(OC)cc4)cc3C(=O)N([C@H](C)CO)C[C@@H]2C)cc1` gave Tcruzi prolif 15, KDM4C inh -1.0, Pf Dd2 growth 15 and C diff growth -4.
Screening C[C@H]1CN([C@@H](C)CO)C(=O)Cc2cc(NC(=O)Cc3ccccc3)ccc2O[C@@H]1CN(C)S(C)(=O)=O returned Tcruzi prolif 32, KDM4C inh -0.6, Pf Dd2 growth -1 and C diff growth -3.
Screening C[C@H](CO)N1C[C@H](C)[C@@H](CN(C)Cc2ccncc2)Oc2ccc(NC(=O)C3CC3)cc2C1=O returned Tcruzi prolif -6, Pf Dd2 growth -4 and C diff growth -2.
Screening COCC#Cc1cnc2c(c1)C(=O)N([C@@H](C)CO)C[C@H](C)[C@@H](CN(C)S(=O)(=O)c1ccccc1)O2 returned Tcruzi prolif 17, KDM4C inh -2.1, Pf Dd2 growth -30 and C diff growth -5.
For C[C@H](CO)N1C[C@H](C)[C@@H](CN(C)S(=O)(=O)c2ccc(Cl)cc2)Oc2ccc(NC(=O)CCCCCC(=O)Nc3ccccc3N)cc2CC1=O the results were Tcruzi prolif 12, KDM4C inh -1.1 and Pf Dd2 growth -57.
Screening C/C=C/c1cnc2c(c1)C(=O)N([C@H](C)CO)C[C@H](C)[C@H](CN(C)Cc1ccc(F)cc1)O2 returned Tcruzi prolif 9, KDM4C inh -2.9, Pf Dd2 growth -5 and C diff growth 6.
`Cc1ccc(S(=O)(=O)N(C)C[C@H]2Oc3ncc(-c4ccncc4)cc3C(=O)N([C@@H](C)CO)C[C@@H]2C)cc1` gave Tcruzi prolif 124, KDM4C inh -0.7, Pf Dd2 growth -48 and C diff growth 1.
Screening C[C@H]1CN([C@@H](C)CO)C(=O)c2cc(C#CC3CC3)cnc2O[C@@H]1CN(C)C returned Tcruzi prolif 30, KDM4C inh 6.9, Pf Dd2 growth 11 and C diff growth -1.
`C[C@H](CO)N1C[C@H](C)[C@H](CN(C)C(=O)c2ccccc2)Oc2ncc(-c3ccc(C#N)cc3)cc2C1=O` gave Tcruzi prolif 15, KDM4C inh 0.5, Pf Dd2 growth 25 and C diff growth 1.
